HCV NS3 hel inh – inhibitors of HCV NS3 helicase, primary screen, biochemical, Cy5 molecular beacon fluorescence | NS3 helicase DNA unwinding | 290,000 tested, 0.56% active | inhibition, % at 10.9 µM | AID 1800, 2009 | Hepatitis C virus NS3 helicase;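 active = inhibition above the mean of all tested compounds plus 3 SD, set per campaign, cut at about 35% in these data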;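 also: 0% = DMSO wells and 100% = thioflavine S control wells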
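Compound dosing – single dose, 10.9 µM nominal final, DMSO 0.8% final · System – NS3 helicase fragment of HCV · Buffer or medium – MOPS pH 6.5, MgCl2, DTT, Tween20, BSA · Signal – Cy5 beacon fluorescence read at start and 1 h · Also added – annealed dual-labelled DNA beacon duplex, ATP-started · Schedule – 1 h at 25 °C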
SUMO HTRF inh – inhibitors of in vitro SUMOylation cascade, primary screen, biochemical, HTRF, uHTS. SUMO-conjugating enzyme UBC9 (Homo sapiens), P63279. HTRF SUMOylation assay, SAE1/SAE2 + UBC9. inhibition, % at 35 µM. 290,000 tested, 0.36% active; in the data active = inhibition above about 50%, passing the limit was not always enough; also: strong numbers were not always called active
Target sequence (P63279 whole entry, looked up): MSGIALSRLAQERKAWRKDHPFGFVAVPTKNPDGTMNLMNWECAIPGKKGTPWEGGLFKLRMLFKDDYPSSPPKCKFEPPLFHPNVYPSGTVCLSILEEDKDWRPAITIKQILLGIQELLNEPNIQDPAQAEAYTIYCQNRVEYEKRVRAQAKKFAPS
IDE act – human IDE activators in live cells, primary screen, fluorescence polarization, HEK cells, FAbeta-B substrate. Insulin-degrading enzyme (Homo sapiens), P14735. FAbeta-B cleavage; 0% vehicle, 100% cell-free pure enzyme wells. activation, % at 5.96 µM. 340,000 tested, 0.073% active. AID 493087, 2011;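 active = activation above the mean of all tested compounds plus 3 SD, set per screening campaign, cut at about 17% in these data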
IMP-1 inh – IMP-1 metallo-beta-lactamase inhibitors, primary screen, biochemical, epi-absorbance readout, Pseudomonas aeruginosa enzyme; 290,000 tested, 0.45% active; inhibition, % at 5.6 µM; purified IMP-1, nitrocefin hydrolysis, epi-absorbance fluorescence; AID 1556, 2009;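 active = inhibition above the mean plus 3 SD of all compounds in the same screening run, cut at about 4.5% in these data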;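 also: 0% = IMP-1 with DMSO and 100% = DMSO wells lacking enzyme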
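System: purified recombinant IMP-1 beta-lactamase. Medium: Zinc- and detergent-supplemented HEPES buffer, pH 7.1. Compound: one 5.6 µM dose […]. Schedule: 15 min preincubation plus 25 min reaction at 25 °C. Technique: Epi-absorbance fluorescence, 480 nm excitation, 530 nm emission.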
PHOSPHO1 inh – PubChem AID 1565; Phosphoethanolamine/phosphocholine phosphatase (Homo sapiens), Q8TCT1; recombinant PHOSPHO1, absorbance phosphatase assay; inhibition, % at 13.3 µM; 290,000 tested, 1.1% active; in the data active = inhibition above about 60%
DNA FID counter – compounds displacing fluorescent DNA intercalator, primary screen, artefact control for HCV NS3 helicase inhibitor project, biochemical, FID fluorescence; AID 1845, 2009; inhibition, % at 7.9 µM; DNA fluorescent intercalator displacement; 290,000 tested, 0.17% active; in the data active = inhibition above about 37%;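 also: 0% = vehicle and 100% = reference compound; higher means more ethidium bromide displaced from hairpin DNA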
p-CIP stab down – p/CIP-EGFP fusion destabilizers, primary screen, fluorescence, F442A cells | 16 h | decrease of EGFP signal, % at 10 µM | 290,000 tested, 0.01% active | AID 1984, 2009;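 active = EGFP signal decrease of at least 30% at 10 µM or well 3 SD below plate mean, unless failing retest; inactive = the rest, including hits failing retest or dose response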; also: some compounds called inactive have numbers as strong as hits; many of its hits are not listed in these tables
MEKK3 PB1 HTS – modulators of MEKK3-MEK5 PB1 binding, primary screen, biochemical, wildtype MEKK3, multiplex bead flow cytometry, Alexa488-MEK5 | bead-based flow cytometry, Alexa488-MEK5 binding to MEKK3; actives lie on both sides; 0 = blocked by unlabeled MEK5, 100 = vehicle | binding response (% of control), % at 10 µM | 290,000 tested, 1.4% active | AID 1529, 2009;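 active = binding response more than 3 SD above or below the average of its plate-row segment, actives on both sides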;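 also: Alexa488 bead fluorescence after subtracting the streptavidin-only scavenger bead signal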
Target sequence (Q99759 whole entry, looked up): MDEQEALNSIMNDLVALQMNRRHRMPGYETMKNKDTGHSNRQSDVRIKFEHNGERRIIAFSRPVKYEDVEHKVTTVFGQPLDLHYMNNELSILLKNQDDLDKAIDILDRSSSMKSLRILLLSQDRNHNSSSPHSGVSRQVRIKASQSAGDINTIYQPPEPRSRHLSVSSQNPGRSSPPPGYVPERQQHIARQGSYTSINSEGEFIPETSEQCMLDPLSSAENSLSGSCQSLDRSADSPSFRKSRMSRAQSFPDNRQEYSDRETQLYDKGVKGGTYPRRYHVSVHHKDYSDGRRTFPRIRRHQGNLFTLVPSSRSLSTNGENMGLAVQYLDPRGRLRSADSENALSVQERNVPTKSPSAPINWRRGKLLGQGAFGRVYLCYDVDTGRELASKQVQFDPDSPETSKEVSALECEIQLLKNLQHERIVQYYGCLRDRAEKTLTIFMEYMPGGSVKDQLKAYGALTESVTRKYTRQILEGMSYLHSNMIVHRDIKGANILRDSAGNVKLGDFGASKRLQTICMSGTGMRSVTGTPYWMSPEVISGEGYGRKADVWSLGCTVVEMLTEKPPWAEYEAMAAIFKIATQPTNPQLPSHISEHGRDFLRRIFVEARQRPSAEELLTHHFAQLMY
VIM-2 inhibitor – VIM-2 metallo-beta-lactamase inhibitors, primary screen, biochemical, epi-absorbance readout, Pseudomonas aeruginosa enzyme | 290,000 tested, 0.89% active | purified VIM-2, nitrocefin hydrolysis, epi-absorbance fluorescence | inhibition, % at 5.6 µM | AID 1527, 2009;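 active = inhibition above the mean of all tested compounds plus 3 SD, cutoff set per screening run, cut at about 7.5% in these data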;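 also: red hydrolysis product quenches plate fluorescence so inhibitors raise well fluorescence; 0% = enzyme with DMSO and 100% = DMSO without enzyme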
Numbers without * were called inactive; . = no result given; [ ] = dose if it differs, or a comment.

SMILES	HCV NS3 hel inh	SUMO HTRF inh	IDE act	IMP-1 inh	PHOSPHO1 inh	DNA FID counter	p-CIP stab down	MEKK3 PB1 HTS	VIM-2 inhibitor
COc1ccccc1Cn1c(CO)nc2ccccc21	0	-13	0	-0.5	8	-4	1	100	-0.4
CCS(=O)(=O)NCC(c1ccco1)N1CCN(c2ccc(F)cc2)CC1 (stereo unspecified)	-5	-18	2	-2.3	23	3	-11	88	-3.1
NC1=NC[C@H](Cc2ccc(O)cc2)N1CCc1cccc(F)c1	.	6	8	.	18	.	4	95	.
O=C(c1cccc(F)c1)N1CCN(C(=O)c2nn3cccnc3c2Cl)CC1	-1	15	0	-2.7	0	-1	-14	105	-2.4
O=C(Cc1ccccc1)n1nc(-c2ccccc2)nc1NCc1ccco1	9	6	7	-2.9	4	0	10	102	-3.2
COCCN(C(=O)Nc1ccc(F)cc1F)c1nc2ccccc2s1	-9	0	6	-0.5	.	-4	-3	105	-1.8
O=C(CSc1ncccn1)N1CCN(C(c2ccccc2)c2ccccc2)CC1	-1	11	-2	-3.3	86*	-29	-14	103	-3.2
CN(C)C=Nc1ccccc1C1C=NNC1=O (stereo unspecified)	-1	4	.	-2.1	29	-2	-1	97	-3.2
COc1ccc(OCC(=O)N/N=C/c2ccsc2)cc1	3	11	2	-1.3	3	-7	-10	140*	-3.4
ClC(=C\c1ccccc1)/C=N/N1CCN(c2ccccn2)CC1	-12	-10	-2	-0.4	26	-8	1	100	-1.7
Cc1ccc(OCCN(C)C(=O)C2CCC(=O)N(Cc3ccccc3F)C2)cc1 (stereo unspecified)	-10	5	0	-0.7	28	-46	-3	106	0.5
Cc1[nH]n(-c2ccccc2)c(=O)c1/C=N/NC(=O)c1ccc(O)cc1O	7	2	0	-3.5	36	-6	-10	103	-4.2
O=C(Oc1ccc(/C=N/NC(=O)c2ccccc2F)cc1)c1ccccc1	8	5	2	0.6	38	-20	0	103	-0.8
O=C(c1cc(-c2ccco2)on1)N1CCN(C(c2ccccc2)c2ccccc2)CC1	11	-2	-3	-3.9	16	-21	2	92	-3.1
COC(=O)c1ccc(NC(=S)NC(=O)c2cccnc2)cc1	-4	11	8	3.5	14	-10	3	101	2.1
COC(=O)c1nnn(-c2nonc2N)c1CN1CCc2ccccc21	-7	-2	7	-5.2	2	-6	1	104	-4.3
COc1ccc(CCNC(=O)CSc2nnc(-c3ccco3)c(-c3ccco3)n2)cc1OC	16	38	.	-1.0	0	-20	0	99	-4.7
COc1cccc(C2c3c(oc4ccccc4c3=O)C(=O)N2CCCN2CCOCC2)c1 (stereo unspecified)	0	27	2	2.6	6	-5	2	101	2.0
CCOc1ccc(C(=O)N2CCN=C2SC)cc1OCC	1	-1	7	-2.7	26	-2	-1	102	-2.5
O=C(Nc1ccccc1Cc1ccccc1)c1oc2ccccc2c1COc1ccccc1	-12	9	6	-3.0	-9	-4	-14	100	-2.0
Nc1cc(C2CCCC2)nn1-c1ccccc1	-5	11	4	-2.0	-10	-5	-5	105	-2.4
Cc1c(Cl)cccc1N=Cc1ccc([N+](=O)[O-])s1	7	42	5	0.5	22	1	-22	103	2.4
COc1ccc(N2CCN(S(=O)(=O)c3ccc(OC)c(C(=O)N4CCCCC4)c3)CC2)cc1	18	-18	3	-3.6	10	-45	0	103	-0.9
CCN(CC)c1nc(Nc2ccccc2)nc(Oc2ccc(=O)[nH]n2)n1	1	-5	3	-2.7	-11	-24	-5	104	-2.0
O=C(CCc1ccc(S(=O)(=O)N2CCOCC2)cc1)N1CCN(Cc2ccc3c(c2)OCO3)CC1	6	21	0	-2.7	-3	-17	0	110	-3.2
O=C(Nc1cccc(NC(=O)c2cccs2)c1)c1ccc(F)cc1	6	-2	1	-3.2	24	-8	-2	101	-1.5
COc1cc(NC(=O)c2cc(S(=O)(=O)N3CCc4ccccc43)cn2C)cc(OC)c1OC	-16	-8	6	-4.6	65*	-43	0	102	0.7
CC(O)CNC(=O)Cc1cc(=O)[nH]c(=O)[nH]1 (stereo unspecified)	4	3	6	-4.0	32	-5	3	106	-3.2
CC1(C)SC2c3ccccc3C(=O)N2[C@@H]1C(=O)O (stereo partly specified)	10	-2	1	1.3	14	-1	6	101	4.8
CCC1(C(=O)OC)CCc2c(cc(OC)c3ccccc23)C1=O (stereo unspecified)	0	15	-1	0.1	-14	-28	-6	99	3.9
C[C@@H](CN1C(=O)C(=O)NC[C@@H]1Cc1ccc(O)cc1)NC(=O)Cc1ccccc1	8	0	3	13*	-2	-1	2	101	-1.1
CCn1c(CSc2nc3ccccc3s2)nc2ccccc21	-6	12	2	0.0	19	-27	0	100	-0.5
COCCN1C(=O)c2[nH]nc(-c3ccccc3O)c2C1c1ccc(OC)cc1 (stereo unspecified)	-4	-5	0	-3.0	11	-36	-3	104	-4.7
COC(=O)c1cccc(-n2c(C)cc(C=O)c2C)c1	0	2	5	-4.0	-9	-4	2	127	-0.7
COc1cc(/C=N/NC(=O)c2ccc(O)cc2)ccc1OCC(=O)Nc1cccc([N+](=O)[O-])c1	-1	21	0	-2.9	8	-6	-16	93	-2.2
COc1ccc(N2CCC(CNC(=O)Nc3ccc(Cl)cc3)C2)cc1 (stereo unspecified)	17	2	-7	-3.2	-28	3	-3	141*	-1.7
O=C(COC(=O)CNC(=O)c1ccccc1F)Nc1ccc2c(c1)OCCO2	-4	-5	3	-2.1	1	0	-10	111	-2.6
CCc1nc2ccccc2n1CC(C)C(=O)O (stereo unspecified)	-7	-25	2	-1.4	-1	4	14	89	-3.8
CN(C)/C=C/c1[nH]c(=O)[nH]c(=O)c1[N+](=O)[O-]	-24	24	1	-1.3	20	-3	-6	97	-2.2
O=C(NC1CC1)c1ccc2c(c1)N(Cc1ccc(Cl)cc1)CCS2	-12	-3	7	-1.9	44	-31	1	105	-5.4
COc1ccccc1CNC(=O)c1cccc(S(=O)(=O)N2CCN(C)CC2)c1	4	5	0	-3.6	16	1	4	99	-0.8
O=C(NCCCn1ccnc1)c1ccc(OCC(F)(F)F)cc1	-4	20	0	-2.9	.	-3	-6	102	-0.5
CCn1c(C(=O)NCCCN2CCc3ccccc3C2)cc2sccc21	-33	8	0	-2.8	10	9	6	89	-3.9
Cc1ccnc(SCCn2c(N3CCN(c4ccccc4)CC3)nc3c2c(=O)[nH]c(=O)n3C)n1	1	-9	5	-0.9	-4	-10	-12	.	-1.1
C=C(C)C(=O)Nc1cccc(C2=NOC3(C2)C[C@@H](C(N)=O)N(C(=O)/C=C/C=C/C)C3)c1 (stereo partly specified)	.	22	-1	.	13	.	-12	68*[inhibitor]	.
N#Cc1ccc(N2CCN(C(=O)c3cccc(F)c3)CC2)c(F)c1	23	20	1	-2.3	-6	-21	-5	102	-2.5
CC1CCc2c(sc(NC(=O)CSc3ncn[nH]3)c2C#N)C1 (stereo unspecified)	-2	2	-4	-1.2	27	-10	-5	86	-2.1
O=C(Cn1cnc2ccccc2c1=O)NNC(=O)c1ccccc1	-4	30	.	-0.9	23	-7	-9	106	-0.4
CCC(C)C(=O)Nc1ccc(OC)cc1[N+](=O)[O-] (stereo unspecified)	7	-8	-6	-2.9	-1	0	-6	94	-0.5
CC1CCCC(C)N1C(=O)CSc1nnc(COc2ccc(F)cc2)o1 (stereo unspecified)	2	10	2	-1.8	36	-33	7	100	-2.0
O=C(NCCCN1CCCC1=O)c1nnc(Cc2c(F)cccc2Cl)o1	18	21	3	-1.2	-32	-8	-4	106	-2.9
O=C(N/N=C/c1ccc(N2CCOCC2)cc1)c1ccccn1	-1	22	7	-3.8	2	-10	-4	99	-1.2
CN1C(=O)C2C(c3ccc(N(C)C)cc3)=NN(Cc3ccccc3)C2C1=O (stereo unspecified)	5	-16	3	-3.6	-66	-3	-12	101	-4.5
Cc1ccc(Cn2cnc3ccccc32)cc1	-7	3	4	-0.1	0	-6	6	108	-0.6
Cc1cnc(C(=O)Nc2ccc(OC(F)(F)F)cc2)cn1	7	3	4	-3.8	.	-13	-19	100	-3.5
CCc1nc(SCc2ccc(F)cc2)n[nH]1	4	-5	-1	-0.8	22	-3	8	101	-2.1
CCc1nnc(NC(=O)CCC(=O)NC2CCCCCC2)s1	5	8	3	-2.6	24	-9	-60	102	-4.2
O=C(/C=C/Nc1cccc(C(F)(F)F)c1)C(F)(F)F	0	-30	1	5.9*	15	0	-5	.	-0.5
COc1ccccc1NCCC(=O)O	0	-30	2	-2.3	33	2	5	105	-1.9
CCC(C)NS(=O)(=O)c1ccc(OCC(=O)NCC2CCCO2)cc1 (stereo unspecified)	-14	19	-1	-2.3	18	-13	-11	101	-0.1
Continued:
SMILES	HCV NS3 hel inh	SUMO HTRF inh	IDE act	IMP-1 inh	PHOSPHO1 inh	DNA FID counter	p-CIP stab down	MEKK3 PB1 HTS	VIM-2 inhibitor
Cc1cc(NS(=O)(=O)c2c(C)[nH]c(=O)[nH]c2=O)ccc1Br	15	2	2	-2.7	31	-5	-10	102	-2.0
C=C(C)CNC(=S)N1CCNC(=O)C1CC(=O)OC (stereo unspecified)	9	4	2	-0.4	18	-1	-3	99	-3.0
COc1ccc(NC(=O)COC(=O)c2ccc(OCc3c(C)noc3C)cc2)cc1OC	-9	-4	0	-1.3	32	-27	-3	97	-2.6
O=C(NC1CCCCC1)N(CCN1CCCC1)Cc1cc2cc3c(cc2[nH]c1=O)OCCO3	-28	14	4	-7.2	-16	8	-8	105	0.4
CC(C)CSc1n[nH]c(=S)s1	8	2	-7	-2.2	27	13	5	122	-0.1
COc1cc(/C=C/C(=O)Nc2cccnc2)cc(OC)c1OC	-7	-2	-2	1.5	-46	-18	-8	107	1.5

Only part of the results is shown, so the mix of outcomes need not match the whole.
